Screening data: PubChem BioAssay, NMMLSC
Rac1 act GTP bind: modulators of GTP binding to human Rac1 activated mutant; P63000; GST-Rac1 activated beads, fluorescent GTP binding, flow cytometry; actives lie on both sides; 100% means binding = to untreated wells; percent activity (GTP binding), % at 10 µM; 190,000 tested, 0.11% active;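 active means GTP binding at least 20 percentage points away from the 100% baseline, in either direction, so actives lie on both sides; inconclusive means Compound likely fluorescent itself, or too few beads counted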
Bim-Bcl-2: human Bim-Bcl-2 interaction inhibition; P10415; Bead-based flow cytometry, Bim peptide-Bcl-2 binding; inhibition, % at 10 µM; 190,000 tested, 0.06% active; AID 950; in the data active means inhibition above about 40%; inconclusive means no clear call, values can overlap the other calls;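 further: 0% = no compound wells with probe peptide and 100% = reference peptide inhibitor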
Bim-Bcl-XL: human Bim-Bcl-XL interaction inhibition; Q07817; AID 1007; Bim peptide-Bcl-XL binding, bead flow cytometry, fluorescence; 190,000 tested, 0.04% active; inhibition, % at 10 µM
Target sequence (Q07817 whole entry, looked up): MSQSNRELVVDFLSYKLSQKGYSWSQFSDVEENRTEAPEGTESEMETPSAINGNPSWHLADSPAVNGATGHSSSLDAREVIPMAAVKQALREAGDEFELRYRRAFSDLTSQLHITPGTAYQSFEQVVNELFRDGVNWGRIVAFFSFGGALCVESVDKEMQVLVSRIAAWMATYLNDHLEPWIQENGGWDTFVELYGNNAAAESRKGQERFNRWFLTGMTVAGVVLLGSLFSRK
Bim-Bfl-1: disrupts Bim binding to human Bfl-1 | Bead-based flow cytometry, Bim-Bfl-1 binding inhibition | Q16548 | inhibition, % at 10 µM | AID 1008 | 190,000 tested, 0.12% active;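 further: 0% = wells without compound plus tracer and 100% = blocker peptide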
HRas wt GTP: human HRas wildtype GTP binding, change in either direction; P01112; GST-Ras wt beads, Bodipy-FL-GTP binding, flow cytometry; actives lie on both sides; GTP binding activity, % at 10 µM; 190,000 tested, 0.14% active; AID 759;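 active means GTP binding activity at least 20% away from the 100% baseline, either lowered as inhibitor or raised as activator; inconclusive means flagged as likely green fluorescent, judged across all proteins in the well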;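 further: 0% = unlabeled GTP competition control and 100% = no-compound control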
Target sequence (P01112 whole entry, looked up): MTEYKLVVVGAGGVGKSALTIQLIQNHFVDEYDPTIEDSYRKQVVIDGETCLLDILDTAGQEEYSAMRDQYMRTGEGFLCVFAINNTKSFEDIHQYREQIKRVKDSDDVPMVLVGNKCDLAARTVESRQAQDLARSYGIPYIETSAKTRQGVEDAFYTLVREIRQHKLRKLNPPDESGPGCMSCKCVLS
Bim-Bcl-W: human Bim-Bcl-W interaction inhibition | Q92843 | bead-based flow cytometry, Bim peptide-Bcl-W binding | inhibition, % at 10 µM | 190,000 tested, 0.02% active | AID 952;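 further: 0% = bound tracer without compound and 100% = peptide blocker; higher means less fluorescent Bim peptide bound to Bcl-W beads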
Target sequence (Q92843 whole entry, looked up): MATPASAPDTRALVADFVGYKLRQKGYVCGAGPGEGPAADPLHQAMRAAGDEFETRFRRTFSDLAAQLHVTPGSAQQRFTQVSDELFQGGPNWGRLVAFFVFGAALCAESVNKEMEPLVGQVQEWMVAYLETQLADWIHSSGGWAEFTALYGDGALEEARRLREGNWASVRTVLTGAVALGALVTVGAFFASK
Rac1 wt GTP bind: human Rac1 wildtype GTP binding, inhibitors and activators; P63000; GST-Rac1 beads, fluorescent GTP binding, flow cytometry; actives lie on both sides; 0 = cold GTP competed, 100 = untreated; GTP binding activity (% of control), % at 10 µM; 190,000 tested, 0.27% active; AID 757;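 active means GTP binding activity at least 20 points away from the 100% control level, either lower or higher; inconclusive means compound flagged as likely green fluorescent, judged across all proteins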
Cdc42 wt: modulators (inhibitors or activators) of GTP binding to human Cdc42 wildtype; P60953; percent activity (GTP binding), % at 10 µM; 190,000 tested, 0.2% active; GST-Cdc42 beads, Bodipy-GTP binding, flow cytometry; actives lie on both sides;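 active means percent activity GTP binding at least 20 points away from the 100% baseline, either down as inhibitor or up as activator; inconclusive means compound flagged as likely green fluorescent from well-wide comparison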;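 further: median bead fluorescence of bound Bodipy-FL-GTP at 100 nM; 0% = excess unlabeled GTP control and 100% = no compound control; below 100% means less GTP binding so inhibitor and above means activator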
Target sequence (P60953 whole entry, looked up): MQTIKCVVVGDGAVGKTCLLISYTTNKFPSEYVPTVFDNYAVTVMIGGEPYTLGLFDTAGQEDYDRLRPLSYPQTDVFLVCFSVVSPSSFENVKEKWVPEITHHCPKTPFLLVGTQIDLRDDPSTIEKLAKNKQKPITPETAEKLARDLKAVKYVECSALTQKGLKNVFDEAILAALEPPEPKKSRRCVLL
Rab7 wt GTP bind: modulators of GTP binding to dog Rab7 wildtype GTPase. GST-Rab7 beads, fluorescent GTP binding, flow cytometry; actives lie on both sides; untreated = 100%, excess cold GTP = 0%. GTP binding activity (percent of control), % at 10 µM. 190,000 tested, 0.055% active. AID 758;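 active means fluorescent GTP binding to Rab7 beads changed by at least 20 points from the 100% baseline, either direction, mostly lower; inconclusive means compound itself probably fluorescent, or too few beads counted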;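 further: median green fluorescence of bound Bodipy-FL-GTP per Rab7 bead population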
Rab2 wt GTP: changes GTP binding to wildtype dog Rab2A, up or down | GTP binding activity, % at 10 µM | GST-Rab2 wt beads, Bodipy-GTP binding, flow cytometry | P61105 | 190,000 tested, 0.19% active;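 active means GTP binding activity at least 20 points away from 100%, either lowered or raised; inconclusive means signal likely due to the compound's own green fluorescence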;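 further: 0% = beads with excess unlabeled GTP and 100% = no-compound control corrected for plate trend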
Bcl-B Bim block: human Bim-Bcl-B interaction inhibition; Q9HD36; inhibition, % at 10 µM; AID 951; bead-based flow cytometry, Bim peptide-Bcl-B binding; 190,000 tested, 0.073% active;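 further: 0% = tracer peptide without compound and 100% = reference inhibitor peptide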
Target sequence (Q9HD36 whole entry, looked up): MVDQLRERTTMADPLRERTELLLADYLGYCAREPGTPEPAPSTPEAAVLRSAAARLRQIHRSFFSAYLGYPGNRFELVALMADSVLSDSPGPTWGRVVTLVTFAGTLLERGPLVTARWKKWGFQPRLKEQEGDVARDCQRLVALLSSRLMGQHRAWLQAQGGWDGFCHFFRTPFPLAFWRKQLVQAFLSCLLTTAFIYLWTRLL
Numbers without * were called inactive; ? = inconclusive. Unless noted, no stated cut-off is given here; in the data, active means inhibition above about 40%. Compounds as they come, and some 0.62% of all compounds hit somewhere here.

SMILES | Rac1 act GTP bind | Bim-Bcl-2 | Bim-Bcl-XL | Bim-Bfl-1 | HRas wt GTP | Bim-Bcl-W | Rac1 wt GTP bind | Cdc42 wt | Rab7 wt GTP bind | Rab2 wt GTP | Bcl-B Bim block
CCc1c(C)nc(SCC(=O)N2CCCCC2C)[nH]c1=O (stereo not given) | 96 | 1 | -2 | -9 | 101 | -4 | 100 | 97 | 104 | 99 | -5
CN(Cc1ccccc1)C(=O)c1cc2ccccc2o1 | 101 | -3 | -2 | -2 | 104 | -2 | 102 | 106 | 101 | 103 | -2
CC(C)c1ccccc1NC(=S)NCc1ccncc1 | 96 | -2 | -4 | -7 | 98 | -5 | 99 | 98 | 96 | 98 | -4
O=C(NC1CS(=O)(=O)CC1NCc1ccccc1)c1ccccc1 (stereo not given) | 99 | 1 | -2 | -1 | 103 | -3 | 107 | 101 | 103 | 105 | -7
CC(C)[C@H](NS(=O)(=O)c1ccccc1)C(=O)OCC(=O)Nc1ccc2c(c1)OCO2 | 100 | -1 | -2 | 1 | 100 | -1 | 102 | 101 | 102 | 99 | -9
CC(Oc1ccccc1)C(=O)Nc1cccc(-c2nc3ccccc3[nH]2)c1 (stereo not given) | ? | -11 | -16 | -12 | ? | 1 | ? | ? | ? | ? | -11
O=C(/C=C/c1ccc(Cl)cc1)NC1CC2CCC1C2 (stereo not given) | 97 | 0 | -3 | -7 | 98 | -1 | 100 | 100 | 102 | 99 | -2
O=C(c1ccc2c(c1)OCCO2)C1CCN(C(=O)c2ccc(F)cc2)CC1 | 95 | -4 | 8 | -1 | 97 | 0 | 94 | 95 | 98 | 98 | 2
COc1ccc(S(=O)(=O)n2ccc(C(C)Oc3ccc(-c4ccccc4)c(F)c3)n2)cc1 (stereo not given) | 102 | -6 | -10 | -10 | 104 | 2 | 104 | 103 | 101 | 101 | -11
Cc1cccc(OCC(=O)Nc2ccc(C(=O)NCc3cccnc3)cc2)c1 | 96 | -3 | -2 | -7 | 102 | -1 | 108 | 102 | 101 | 95 | -2
O=c1/c(=C/c2ccc(O)c([N+](=O)[O-])c2)sc2nc3ccccc3n12 | ? | -5 | -2 | -10 | ? | -1 | ? | ? | ? | ? | -5
COc1ccc(OC)c(NC(=O)COC(=O)c2c3c(nc4ccccc24)CCCC3)c1 | 98 | 0 | -1 | -2 | 96 | 0 | 100 | 98 | 96 | 95 | -4
Cc1cccc(C)c1OCCn1nc(C(=O)O)c2ccccc2c1=O | 96 | -13 | -9 | -18 | 100 | -3 | 103 | 101 | 101 | 101 | -7
CCC(C)(C)NC(=O)c1ccc2c(c1)OCCO2 | 99 | -3 | 1 | -6 | 98 | 0 | 102 | 98 | 98 | 96 | 1
CCN(CC)S(=O)(=O)c1ccc(NC(=O)[C@@H](NC(=O)c2cc(OC)cc(OC)c2)C(C)C)cc1 | 93 | -4 | -4 | -8 | 97 | 0 | 101 | 99 | 104 | 98 | -5
CC(=O)NC1CCN(CC(=O)Nc2cccc([N+](=O)[O-])c2)CC1 | 95 | 0 | -1 | -2 | 97 | 3 | 97 | 100 | 106 | 97 | -4
CCCCNC(=S)N(C)/N=C/c1c(C)[nH]c2ccccc12 | 101 | -2 | -7 | 1 | 101 | -5 | 107 | 102 | 103 | 101 | -12
CCOC(=O)N1CCN(S(=O)(=O)c2ccc(C(=O)NNc3nc4ccc(Cl)cc4s3)cc2)CC1 | 97 | -1 | -8 | -1 | 96 | -4 | 102 | 96 | 93 | 98 | -8
COCCn1c(C)cc(/C=C2\NC(=S)N(C)C2=O)c1C | 102 | 0 | 1 | 11 | 105 | 5 | 107 | 103 | 104 | 105 | -21
Cc1ccc(-c2noc(CN3CCN(c4ccccc4F)CC3)n2)cc1 | 95 | -8 | -4 | -9 | 95 | 1 | 101 | 98 | 97 | 96 | -2
C(=N\Nc1ncnc2sc3c(c12)CCC3)/c1ccncc1 | 96 | 10 | 6 | 13 | 95 | 0 | 97 | 98 | 100 | 98 | 10
Cc1c(NS(=O)(=O)c2cc(NC(=O)CCN3CCCC(C)C3)ccc2Cl)c(=O)n(-c2ccccc2)n1C (stereo not given) | 96 | 0 | 0 | -2 | 102 | 1 | 101 | 97 | 105 | 98 | 0
CNC(=O)c1ccc(-c2nc(-c3ccccc3)cs2)cc1 | 94 | 2 | 0 | 2 | 90 | 0 | 97 | 95 | 92 | 93 | 2
COc1ccccc1-n1nnnc1SCc1ccccc1 | 96 | -9 | -7 | -11 | 103 | 3 | 106 | 99 | 102 | 100 | -9
Oc1ccc(-c2n[nH]c(=S)n2-c2ccc3c(c2)OCCO3)cc1 | 99 | -1 | -9 | -6 | 101 | -4 | 102 | 100 | 101 | 98 | -14
Cc1ccc(N2Cc3ccccc3OC(C)C2=O)cc1 (stereo not given) | 101 | -6 | -2 | -9 | 102 | -2 | 104 | 104 | 99 | 102 | -3
Cc1cc(NC(=O)Nc2ccc(F)c(Cl)c2)no1 | 99 | 0 | -2 | -3 | 103 | -4 | 102 | 103 | 99 | 102 | -2
Cc1ccc(C(=O)OCC(=O)c2ccc(Cl)s2)s1 | 98 | -10 | -1 | -7 | 100 | -1 | 101 | 100 | 99 | 99 | -4
COc1cc2c(cc1NC(=O)COC(=O)CNS(=O)(=O)c1ccc(C)cc1)oc1ccccc12 | 94 | 0 | 3 | 10 | 92 | 1 | 94 | 94 | 98 | 91 | 7
O=C(NCc1ccccc1)N1CCC(c2nc3ccccc3[nH]2)CC1 | 98 | -9 | -6 | -12 | 98 | 2 | 100 | 100 | 97 | 96 | -6
Cc1ccc(-c2ccc(OCC(=O)N3CCOCC3)cc2)cc1 | 98 | -7 | -5 | -8 | 99 | 0 | 101 | 100 | 98 | 100 | -6
CC(CN1CCN(c2ccccc2)CC1)c1ccccc1 (stereo not given) | 97 | -8 | -8 | -13 | 100 | -3 | 104 | 100 | 102 | 99 | -10
Cc1cccc(NC(=O)c2ccccc2[N+](=O)[O-])n1 | 101 | -4 | -5 | -4 | 98 | -4 | 105 | 102 | 99 | 100 | 1
Cc1n[nH]c(=O)nc1N/N=C/c1ccc(O)c([N+](=O)[O-])c1 | 100 | -9 | -8 | -15 | 98 | -5 | 100 | 101 | 97 | 96 | -6
Fc1ccc(-c2csc(N3CCSCC3)n2)cc1 | 100 | 4 | 0 | 7 | 95 | -2 | 99 | 94 | 97 | 98 | -5
Cc1ccc(Cl)cc1N1CCN(Cc2nc3ccsc3c(=O)[nH]2)CC1 | 100 | -4 | -3 | -5 | 100 | -2 | 100 | 103 | 96 | 103 | -3
Clc1ccc2c(NCc3ccco3)ncnc2c1 | 97 | 0 | 2 | 1 | 101 | 0 | 101 | 101 | 97 | 97 | -6
CCn1c(=N)c(S(=O)(=O)c2ccccc2)cc2c(=O)n3ccccc3nc21 | 94 | 2 | 3 | 2 | 91 | 0 | 87 | 88 | 95 | 89 | 7
Cc1nn(CCO)c2c1C(=O)CCC2 | 100 | -8 | -7 | -11 | 102 | -5 | 109 | 107 | 102 | 101 | -10
CCC1(CC)Cc2ccccc2C(=C(C#N)C#N)N1 | 97 | -7 | -6 | -12 | 99 | 0 | 99 | 97 | 96 | 97 | -8
COc1ccc(NC(=O)c2cccc(S(=O)(=O)N3CCOCC3)c2)cn1 | 97 | -8 | -5 | -6 | 96 | 0 | 100 | 99 | 95 | 98 | -8
CC(NS(=O)(=O)c1ccc([N+](=O)[O-])cc1)C(c1cccs1)N1CCOCC1 (stereo not given) | 96 | -5 | -2 | -12 | 101 | -1 | 99 | 99 | 105 | 100 | -5
Cc1c(NC(=S)Nc2ccccc2C(F)(F)F)cccc1[N+](=O)[O-] | 101 | -9 | -12 | -19 | 100 | -9 | 101 | 100 | 99 | 96 | -18
O=C(c1cccn2c(=O)c3cc4ccccc4cc3nc12)N1CCN(c2ccccc2)CC1 | 98 | -6 | -5 | -17 | 101 | 6 | 108 | 104 | 99 | 99 | -11
Cc1c(NS(=O)(=O)c2cccs2)c(=O)n(-c2ccccc2)n1C | 97 | -8 | -15 | -11 | 98 | 3 | 101 | 98 | 96 | 97 | -8
CC1CN(S(=O)(=O)c2ccc(Cl)c(C(F)(F)F)c2)CC(C)O1 (stereo not given) | 90 | -2 | -5 | -2 | 89 | 0 | 86 | 90 | 98 | 92 | -2
Cn1cc(-c2ccccc2C(N)=O)c(=O)c2ccccc21 | 91 | -4 | -4 | -2 | 95 | -3 | 92 | 93 | 101 | 97 | -2
CC(C)(C)C(=O)Nc1nc(C2CCCN2S(=O)(=O)c2ccc(Cl)cc2)cs1 (stereo not given) | 97 | -6 | -5 | -12 | 99 | 1 | 98 | 99 | 97 | 98 | -3
COc1ccc(CNC(=O)c2ccc(NS(=O)(=O)c3c(C)noc3C)cc2)cc1 | 99 | -13 | -8 | -18 | 100 | 0 | 105 | 100 | 101 | 98 | -8
OCCN1CCN(c2nc3ccccc3nc2-c2ccccc2)CC1 | 95 | 0 | -5 | 6 | 95 | -1 | 96 | 92 | 102 | 100 | -1
Cc1cc(C)cc(Nc2c3c(nc4ncnn24)CCC3)c1 | 93 | -1 | 0 | 2 | 93 | 0 | 93 | 95 | 93 | 93 | 0
CCOC(=O)N1CCC(NS(=O)(=O)c2ccc3c(c2)OCC(=O)N3)CC1 | 98 | -13 | -3 | -17 | 100 | 0 | 104 | 100 | 98 | 100 | -7
CC(=O)c1ccc(NC(=O)COC(=O)c2ccccc2Sc2ccccc2C#N)cc1 | 100 | -2 | -3 | -2 | 98 | -4 | 103 | 104 | 99 | 100 | -2
O=C1C(Cl)=C(N2CCN(Cc3ccccc3)CC2)C(=O)N1c1ccccc1 | 101 | 0 | 0 | -2 | 103 | -1 | 102 | 101 | 101 | 100 | 0
Cc1nc(CSc2nnc3scc(-c4ccccc4)n23)cs1 | 93 | -5 | -5 | -3 | 94 | -3 | 91 | 92 | 93 | 97 | -5
COc1ccc(C2NC(=O)C(C#N)=C(S)N2c2ccccc2)cc1OC (stereo not given) | 88 | -3 | 0 | -5 | 91 | 0 | 95 | 86 | 91 | 91 | -6
COCCCNC(=S)NC1CC2CCCC(C1)N2Cc1cccs1 (stereo not given) | 97 | -11 | -8 | -19 | 102 | -4 | 105 | 102 | 100 | 99 | -8

As a working copy, some entries already given:
SMILES | Rac1 act GTP bind | Bim-Bcl-2 | Bim-Bcl-XL | Bim-Bfl-1 | HRas wt GTP | Bim-Bcl-W | Rac1 wt GTP bind | Cdc42 wt | Rab7 wt GTP bind | Rab2 wt GTP | Bcl-B Bim block
CCOC(=O)N1CCC(NS(=O)(=O)c2ccc3c(c2)OCC(=O)N3)CC1 | 98 | -13 | -3 | -17 | 100 | 0 | 104 | 100 | 98 | 100 | -7
CC(=O)c1ccc(NC(=O)COC(=O)c2ccccc2Sc2ccccc2C#N)cc1 | 100 | -2 | -3 | -2 | 98 | -4 | 103 | 104 | 99 | 100 | -2
